PostGolgi ctrl – growth of the yeast control strain, post-Golgi counter-screen; inhibition, % at 10 µM; efflux-deficient yeast background strain, growth absorbance A615, 16 h; 5% of 98,000 active; AID 738
PostGolgi yeast – growth inhibition of a yeast mutant, post-Golgi transport screen; post-Golgi transport phenotypic cell assay; inhibition, % at 10 µM; 0.9% of 98,000 active; AID 739;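 note: yeast cells grown in 1536-well plates; yeast grown about 18 h at 30C before absorbance read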
PTPN22 act – LYP (human) phosphatase activation; recombinant LYP, DiFMUP fluorescence; 0 = plate median, 100 = signal doubled; Q9Y2R2; activation, % at 2 µM; 0.11% of 96,000 active;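 active = activation at 2 µM above a set limit, the mean plus 5 SD, cut at about 37% in these data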
E coli WT exp – growth inhibitors of E. coli BW25113 wild type; OD600 absorbance; growth inhibition, % at 100 µM; 0.15% of 98,000 active;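 active = growth inhibition above about 50% at one test dose, limit read from the data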;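 note: growth measured after 20 h incubation at 37 °C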
CYP2C9 activ – CYP2C9 (human) activation. P11712. recombinant CYP2C9, luciferin-H conversion, luminescence; hits give high values; factor 1 = untreated enzyme, 0 = blocked. activation factor at 5 µM. 1.4% of 96,000 active;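 active = activation factor of 2 or more for CYP2C9 at a 5 µM dose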;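 note: 0 = sulfaphenazole-blocked wells and 1 = vehicle-only wells; values of inactives mirror those of a sister screen read the other way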
Target sequence (P11712 whole entry, looked up): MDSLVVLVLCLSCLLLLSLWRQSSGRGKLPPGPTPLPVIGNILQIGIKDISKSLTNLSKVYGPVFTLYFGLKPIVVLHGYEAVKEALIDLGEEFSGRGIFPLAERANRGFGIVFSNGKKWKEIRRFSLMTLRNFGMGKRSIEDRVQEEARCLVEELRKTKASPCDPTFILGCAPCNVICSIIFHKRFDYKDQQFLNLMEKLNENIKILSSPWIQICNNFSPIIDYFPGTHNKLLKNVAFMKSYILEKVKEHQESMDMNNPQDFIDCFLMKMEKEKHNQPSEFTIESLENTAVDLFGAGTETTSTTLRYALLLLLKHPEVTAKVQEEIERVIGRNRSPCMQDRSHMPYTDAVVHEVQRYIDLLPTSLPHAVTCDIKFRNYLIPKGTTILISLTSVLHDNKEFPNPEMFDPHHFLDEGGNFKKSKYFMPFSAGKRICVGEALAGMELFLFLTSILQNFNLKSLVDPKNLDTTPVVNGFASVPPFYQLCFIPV
hDAT+cocaine – human DAT dopamine uptake with cocaine, either direction. LLC-PK1 hDAT cells, [14C]-dopamine uptake with cocaine IC80; actives deviate in either direction. B-score at 10 µM. 1.3% of 110,000 active. AID 449768;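 active = Z score or B-score, a plate-position-corrected score, falls beyond the plate's 99.7% confidence bounds, in either direction; inactive = both scores lie inside the 99.7% bounds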;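 note: scored against the spread of the other compound wells on the same plate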
Target sequence (Q01959 whole entry, looked up): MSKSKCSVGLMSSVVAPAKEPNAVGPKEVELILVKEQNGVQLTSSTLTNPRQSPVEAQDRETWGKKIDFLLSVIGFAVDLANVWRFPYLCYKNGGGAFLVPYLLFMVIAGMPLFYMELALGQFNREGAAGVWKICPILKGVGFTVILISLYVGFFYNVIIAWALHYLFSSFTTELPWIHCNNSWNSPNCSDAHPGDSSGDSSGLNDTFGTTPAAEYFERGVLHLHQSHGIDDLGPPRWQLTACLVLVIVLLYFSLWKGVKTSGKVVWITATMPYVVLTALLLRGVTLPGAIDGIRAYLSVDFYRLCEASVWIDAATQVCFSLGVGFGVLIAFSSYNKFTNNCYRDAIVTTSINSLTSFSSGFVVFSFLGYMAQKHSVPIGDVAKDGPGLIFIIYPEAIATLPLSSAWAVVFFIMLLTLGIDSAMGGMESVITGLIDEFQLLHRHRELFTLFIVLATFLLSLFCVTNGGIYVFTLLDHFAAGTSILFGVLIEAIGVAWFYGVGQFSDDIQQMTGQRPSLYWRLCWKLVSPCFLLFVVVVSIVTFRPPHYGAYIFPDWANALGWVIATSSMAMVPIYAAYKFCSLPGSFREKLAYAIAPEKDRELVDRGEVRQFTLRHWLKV
LYP inh 2 – inhibitors of human LYP (PTPN22) phosphatase; Q9Y2R2; recombinant LYP catalytic domain, DiFMUP fluorescence; inhibition, % at 2 µM; 0.21% of 96,000 active; AID 640;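 active = inhibition at 2 µM at or above a set limit, the screen mean plus 3 SD, cut at about 24% in these data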;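 note: 0% = DMSO with enzyme and 100% = enzyme fully blocked by orthovanadate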
Pyk2 oligo antag – blocks oligomerization of human Pyk2 in cells. 0.83% of 99,000 active. Q14289. Q293 cells, Pyk2 FERM NanoBiT luminescence; hits give low values. z-score (the deposit names both 25 µM and 10 µM). AID 1347419;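 active = Z-score of -3 or lower, scaled per plate to the spread of control and sample wells; inactive = z-score above -3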;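 note: negative z-score means lost luminescence so less FERM oligomerization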
CYP2C9 inh – blocks human cytochrome P450 2C9; inhibition, % at 5 µM; P11712; CYP2C9 Supersomes, luciferin-H conversion, luminescence; AID 777; 20% of 96,000 active;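 active = blocking of liver enzyme CYP2C9 beyond about 50% at 5 µM, limit read from the data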; note: values of inactives mirror those of a sister screen read the other way
* = called active by the depositor; . = not tested or not shown. Cut-off read from the data, not from the text of the source, unless noted: active = inhibition above about 30%; inactive = the rest.

SMILES	PostGolgi ctrl	PostGolgi yeast	PTPN22 act	E coli WT exp	CYP2C9 activ	hDAT+cocaine	LYP inh 2	Pyk2 oligo antag	CYP2C9 inh
CC(=O)Nc1ccc(NC(=O)CCC(=O)NCCO)cc1	-2	13	-3	-1	1	-0.019	1	-0.21	1
CC(C)N(Cc1ccccc1)C(=O)COC(=O)c1ccc2c(c1)OCCO2	6	6	5	-2	0.7	-0.43	-8	-0.14	32
Cc1cccc(Sc2c([N+](=O)[O-])ncn2C)n1	1	0	7	27	1	-0.04	-5	-0.04	1
Cc1cc2nnc(SCC(=O)NCc3cccs3)n2c(N)n1	4	-7	2	8	1.1	-1.3	-2	0.06	-8
CCOc1cc(CNCc2cccs2)cc(Br)c1OCC	4	0	6	-3	0.8	-0.11	0	1.9	17
COC(=O)C1=C(C)N(CCc2ccc(OC)c(OC)c2)C(=O)C1	10	-6	-4	-2	0.8	-0.7	5	1.4	16
O=C1OC(Nc2ccc(F)cc2F)c2ccccc21 (centres undefined)	1	23	-8	8	1.1	0.049	7	0	-6
CN1/C(=C/C(=O)C2CCC2)Sc2ccccc21	-2	21	6	16	0.9	0.18	-7	0.32	9
Cn1c2ccc(F)cc2c2ncn(Cc3ccco3)c(=O)c21	8	2	6	5	0.4	1.1	-6	0.74	61*
O=C(c1cc2n(n1)C(C(F)(F)F)CC(c1ccc(F)cc1)N2)N1CCCC1 (centres undefined)	11	1	-5	0	0.8	-0.35	5	0.89	23
Cn1c(N)c(C(=O)NCc2ccccc2Cl)sc1=S	9	4	-9	-16	0.5	0.3	8	0.03	48
COc1ccc(C)cc1NC(=O)C1CCCN(S(=O)(=O)c2cnc[nH]2)C1 (centres undefined)	5	-6	-6	-2	0.4	-0.8	3	.	62*
Cc1nc2c(s1)sc1ccccc12	8	-9	3	9	1.1	-0.21	-6	-0.63	-9
N#Cc1c2n(c(=O)[nH]c1=O)CCCCC2	1	3	-13	-4	.	0.39	11	-0.41	.
Cc1ccc(C)c(OCC(=O)Nn2c(C)nc3ccccc3c2=O)c1	10	18	4	2	0.2	-0.59	-4	0.27	78*
O=C(COc1ccc(Cl)cc1)N(Cc1ccccc1)c1ccccn1	33*	-4	7	-11	0.5	0.99	-1	-1.5	55*
CCSc1nc2c(c(=O)[nH]c(=O)n2C)n1C/C=C(/C)Cl	1	5	-9	-6	1	-0.041	9	0.41	-2
O=S(=O)(c1ccc2nc(COc3ccc(Cl)cc3Cl)[nH]c2c1)N1CCOCC1	16	5	-12	-5	0.4	0.038	10	-1.2	58*
CCNC(=O)CC(=O)Nc1ccccc1C(=O)O	9	-8	.	-6	1	1.6	.	0.87	-2
CC1=C(C(N)=O)C(c2ccncc2)n2nc(-c3ccccc3Cl)nc2N1 (centres undefined)	6	-4	-5	1	0.9	-1.1	4	.	6
COc1ccc2nc3oc(C(=O)N4CCN(c5ccccc5F)CC4)cc3cc2c1	10	-1	-6	-4	0.9	-0.47	3	0.91	6
c1ccc2c(c1)nnn1c3ccccc3nc21	-10	9	-6	2	0.4	1.7	5	.	62*
c1ccc2c(c1)OCC(c1nnc3sc(-c4cnccn4)nn13)O2 (centres undefined)	18	4	-7	8	1	0.3	6	0.53	-4
OC(COC(c1ccccc1)c1ccccc1)CN1CCCCC1 (centres undefined)	.	.	1	.	.	0.016	1	1.8	.
O=C(O)CCCC(=O)Nc1nc2n(n1)C(c1ccc(F)cc1)CC(c1ccc(Cl)cc1)N2 (centres undefined)	1	3	1	0	1.3	-1.9	-3	-1.6	-27
O=c1c2ccccc2nc(/C=C/c2cccc([N+](=O)[O-])c2)n1CCCO	.	.	-10	.	.	0.84	12	-0.62	.
Cc1sc2nc(SCC(=O)NCCO)n(C)c(=O)c2c1C	1	-10	4	-2	0.8	0.25	-1	0.3	15
CCc1ccc(NC(=O)CNS(=O)(=O)c2c(C)noc2C)cc1	9	-3	-11	-3	0.5	.	10	0.96	51*
Cc1noc(C)c1CSc1ncnc2sc(C)c(C)c12	17	0	17	-2	0.5	-1.4	-20	-0.13	49
COc1ccc(N(CC(=O)Nc2ccc(C)cn2)S(=O)(=O)c2c(C)nn(C)c2C)cc1	28	8	3	4	0.2	0.0093	-5	.	84*
Cc1cc(C(=O)NC2CCCc3ccccc32)c(C)o1 (centres undefined)	-4	-6	-10	5	0.3	0.02	10	0.47	70*
CCOc1ccc(NC(=O)CSc2nnc(Cc3cccn3C)n2-c2ccc(OC)cc2)cc1	29	5	9	-7	0.9	1.6	-12	-0.42	5
O=C(Nc1ccc(/C=C/c2nc3ccccc3o2)cc1)c1cccc(C(F)(F)F)c1	0	2	-11	-7	0.8	-0.88	15	1.5	16
CCOc1ccc(OCC)c(NS(=O)(=O)c2ccc3c(c2)CCN3C(=O)C2CCC2)c1	8	-2	-13	-9	0.2	0.17	14	-1.2	79*
O=C(Cn1cnc2c(oc3ccccc32)c1=O)N1CCCc2ccccc21	8	7	6	2	0.5	0.5	-10	-0.01	49
Cc1cc(C(F)(F)F)nn1CC(=O)NNC(=S)Nc1cccc(Cl)c1	1	7	-4	5	0.5	-1.4	6	0.33	49
O=C1Nc2ccccc2S/C1=C/Nc1cccc(Cl)c1	10	-2	-3	-21	1	-0.34	6	-0.42	5
COc1cc(Cn2c(=O)oc3ccc(C)cc32)ccc1OC(C)C	.	.	-15	.	.	1.3	16	-2.5	.
O=C(CNS(=O)(=O)c1cccs1)N1CCc2ccccc2C1	10	4	2	2	1.1	1.1	-4	0.5	-13
CC(=O)N1CCN(CC(O)COc2ccc(OCc3ccccc3)cc2)CC1 (centres undefined)	14	7	4	1	1.1	-0.74	0	0.77	-15
COCCCNC(=O)Cn1nc(-c2ccc(C)cc2)ccc1=O	5	-8	-5	3	0.8	0.1	3	0.03	18
CCCOC(=O)C1=C(C)OC23OC(N)=C(C#N)C12C(=O)c1ccccc13 (centres undefined)	.	.	11	.	.	-0.51	-15	0.86	.
Cn1c(-c2ccccc2)cnc1SCC(=O)NCc1ccco1	1	-3	-11	4	0.7	0.071	7	0.96	29
Nc1c(C(=O)c2cccs2)oc2ccccc12	18	-3	2	1	0.7	0.48	-4	-0.11	30
CCCN1CCN(C(=O)CCCNC(=O)Cn2cnc3sc(C)c(C)c3c2=O)CC1	29	12	3	3	0.9	0.36	-3	-0.89	9

Overlap with the part before: 4 compounds, followed by the next part.
SMILES	PostGolgi ctrl	PostGolgi yeast	PTPN22 act	E coli WT exp	CYP2C9 activ	hDAT+cocaine	LYP inh 2	Pyk2 oligo antag	CYP2C9 inh
CCCOC(=O)C1=C(C)OC23OC(N)=C(C#N)C12C(=O)c1ccccc13 (centres undefined)	.	.	11	.	.	-0.51	-15	0.86	.
Cn1c(-c2ccccc2)cnc1SCC(=O)NCc1ccco1	1	-3	-11	4	0.7	0.071	7	0.96	29
Nc1c(C(=O)c2cccs2)oc2ccccc12	18	-3	2	1	0.7	0.48	-4	-0.11	30
CCCN1CCN(C(=O)CCCNC(=O)Cn2cnc3sc(C)c(C)c3c2=O)CC1	29	12	3	3	0.9	0.36	-3	-0.89	9
CC(C)(C)C(=O)NCCN1CCN(C(=O)C(C)(C)C)CC1	.	.	2	.	.	0.39	0	1.1	.
OC(c1cccs1)c1nccc2ccccc12 (centres undefined)	-6	4	4	4	1.3	-0.031	-6	0.61	-34
COCCn1c(-c2ccc(OC)cc2)nc2ccccc21	-3	-1	2	1	0.8	0.8	-1	0.45	20
Cc1nc(CNS(=O)(=O)c2ccc(Oc3ccccc3)cc2)cs1	7	5	8	1	0.6	-0.24	-6	-0.01	39
CCOC(=O)c1c[nH]c2c3c(ccc2c1=O)CCCC3	29	4	-5	6	1	1	2	0.11	3
O=C(CCCN1C(=O)c2cccc3cccc(c23)C1=O)N1CCN(Cc2ccc3c(c2)OCO3)CC1	14	-1	-4	-10	2.4*	3.8*	8	0.01	-138
CCOc1ccc(NC(=O)NCCCN2CCCC2)cc1	1	11	-5	4	1	1.9	8	0.51	-1
COc1cccc(NC(=S)NN2CCN(C)CC2)c1	1	6	12	1	1.1	-1.9	-9	0.53	-9
COc1ccc(OC)c(N(CC(=O)N2CCCC2)S(=O)(=O)c2ccc(OC)c(OC)c2)c1	0	-2	-1	4	0.8	0.96	2	-0.59	25
COc1cccc(C(=O)N(CN2CCCC2=O)c2cc(C)on2)c1	3	5	-8	-5	0.5	0.94	6	-0.46	50
COc1ccc2[nH]c(=O)c(CN(CC3CCCO3)C(=O)Nc3ccccc3)cc2c1 (centres undefined)	6	-1	-5	-7	0.8	1.4	6	-0.45	19
CC(=O)Nc1ccc(S(=O)(=O)Nc2ccc(N3CCOCC3)c(F)c2)cc1	4	3	-13	5	0.5	1.2	13	-0.1	50*
CC(=O)n1cc(C2C(=O)CCCC2=O)c2ccccc21	3	6	2	-5	1	1.4	-2	1.4	1
COc1cccc(NC2CC(=O)N(CCc3ccccc3)C2=O)c1 (centres undefined)	-2	4	-4	2	0.8	-0.25	7	-1.5	21
CS(=O)(=O)N(CC(=O)O)c1ccc2c(c1)OCO2	5	5	-5	3	1.2	0.005	1	1.5	-17
COc1ccc2cc(C(=O)c3ccccc3)c(=O)oc2c1	5	4	-4	-1	1.5	-1.2	8	-0.6	-52
O=C(CNC(=O)c1ccccc1)NCC1COc2ccccc2O1 (centres undefined)	3	0	-3	2	0.8	-1.3	-1	0.42	16
O=C1CCCN1c1ccc(Br)cc1	7	27	-1	-4	0.9	-0.75	2	-1.3	11
CCOc1ccc(C(=O)N(CN2CCCC2=O)c2ccccc2)cc1	14	10	-1	5	0.9	-0.22	-1	-0.45	12
O=C(NCC1(c2ccccc2)CCCC1)C1(c2ccccc2)CCCC1	.	.	-11	.	.	1.3	11	-0.31	.
O=C(CC(NC(=O)c1ccccc1Cl)c1ccccc1)Nc1ccc2c(c1)OCO2 (centres undefined)	13	-1	12	-3	0.8	0.76	-15	-0.02	18
Cc1ccc(C(=O)N/C(=C/c2ccc(-c3cccc([N+](=O)[O-])c3)o2)C(=O)NC(C)C)cc1	12	1	5	-1	0.7	.	-2	0.57	26
Cc1cc(-c2nnc3n2N=C(c2ccc(-c4ccccc4)cc2)CS3)n[nH]1	21	-4	-3	-4	0.8	0.77	1	-3.4*	18
CSC1=NC(NCCCO)c2c(sc3c2CC(C)(C)OC3)N1 (centres undefined)	-1	3	-9	2	0.8	0.41	6	0.13	16
CCOC(=O)c1nn(-c2ccc(C)cc2)c(C)c1C(C)=O	4	15	9	10	1	0.89	-6	-0.01	1
Cc1ccccc1N/N=C/c1ccc(N2CCOCC2)cc1	20	2	7	-9	1	1.3	-4	-0.49	-1
O=C(O)Cc1ccc(C(=O)c2cccs2)s1	3	-1	-1	1	1	-1.1	3	0.4	4
Cc1ccc(Oc2nc3ccccc3n3cccc23)cc1	1	4	1	2	1.2	-0.38	-3	1.8	-18
O=C(Nc1cccnc1)c1ccc(COc2ccccc2Br)o1	24	-4	-1	-2	0.4	-0.00036	0	-0.26	60*
CCc1nc(SCC(=O)Nc2nccs2)c2oc3ccccc3c2n1	1	-5	.	-2	0.2	.	.	-0.91	76*
Oc1cccc2ccc(Nc3ccccn3)nc12	15	2	.	100*	1	1.1	.	-1.4	0
CCCCN(C)C(=O)c1cn(CC)c2nc(C)ccc2c1=O	9	1	2	-9	1.2	-1.1	0	0.68	-19
CC(=O)Nc1ncc2c(n1)CC(c1ccco1)CC2=O (centres undefined)	11	6	-6	-4	1	-0.78	3	-0.57	0

Sorted by value in hDAT+cocaine (rising): 5 from the list above
mol	hDAT+cocaine
CC(=O)Nc1ncc2c(n1)CC(c1ccco1)CC2=O (centres undefined)	-0.78
CCOc1ccc(C(=O)N(CN2CCCC2=O)c2ccccc2)cc1	-0.22
O=C(CC(NC(=O)c1ccccc1Cl)c1ccccc1)Nc1ccc2c(c1)OCO2 (centres undefined)	0.76
CCOC(=O)c1nn(-c2ccc(C)cc2)c(C)c1C(C)=O	0.89
O=C(NCC1(c2ccccc2)CCCC1)C1(c2ccccc2)CCCC1	1.3
